Gal4-VP16 FLuc: counter-screen for ROR gamma inhibitors: Gal4-VP16 reporter; Drosophila S2 Gal4-VP16 UAS-luciferase, luminescence, 20 h; Potency, µM (series often up to 53.6 µM), for inactives: top-dose activity, negative = inhibition, most hits filed as inhibitors; actives 3.5% (n = 310,000); AID 2546;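 note: Gal4-VP16 expression switched on by copper sulfate through the metallothionein promoter; nearly all actives have a fitted effect of over 50% in size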
RORgamma inh: inhibitors of mouse ROR gamma transcriptional activity | actives 5.4% (n = 310,000) | P51450 | Potency, µM (top dose mostly 53.6 µM), inactives show at the top dose activity change, negative = inhibition, hits mostly inhibitors | Drosophila S2 Gal4-RORgamma UAS-luciferase reporter, 20 h | AID 2551; note: nearly all actives have a fitted effect of over 60% in size
Target sequence (P51450 whole entry, looked up, the tested form may be a part): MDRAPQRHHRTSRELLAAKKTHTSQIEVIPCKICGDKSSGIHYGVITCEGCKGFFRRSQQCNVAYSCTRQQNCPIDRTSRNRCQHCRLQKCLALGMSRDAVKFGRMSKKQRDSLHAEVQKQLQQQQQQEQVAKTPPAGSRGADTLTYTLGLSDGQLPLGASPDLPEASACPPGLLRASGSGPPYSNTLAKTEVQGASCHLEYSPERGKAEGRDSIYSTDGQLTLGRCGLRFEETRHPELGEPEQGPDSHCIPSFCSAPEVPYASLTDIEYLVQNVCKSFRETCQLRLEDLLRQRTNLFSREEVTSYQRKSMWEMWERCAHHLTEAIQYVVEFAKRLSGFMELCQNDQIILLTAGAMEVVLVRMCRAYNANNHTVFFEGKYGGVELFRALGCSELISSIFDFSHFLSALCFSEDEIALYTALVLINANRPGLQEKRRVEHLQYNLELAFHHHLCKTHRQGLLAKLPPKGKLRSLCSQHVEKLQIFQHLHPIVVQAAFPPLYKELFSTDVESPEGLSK
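Stably transfected Drosophila Schneider cells are the test system, with ROR gamma fused to Gal4 and luciferase under UAS control; luminescence is read after 20 hr of 700 uM copper sulfate induction at ambient temperature.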
* = called active by the depositor; ? = inconclusive; & = joins results of further samples; [ ] = another dose, or the depositor's remark. Calls come from the whole dose curve; as a rule, active = well fitted curve in the direction sought with a large enough effect; inconclusive = small, poorly fitted or top-dose-only effect, or another doubt; inactive = no such curve, though single readings can be large; an effect the other way counts as inactive or inconclusive. % is set by controls: 0 for no effect and ±100 for the full control effect; potency is the fitted concentration of half-maximal effect. Only part of the results is shown; the hit share may differ from the screen's.

| Structure | Gal4-VP16 FLuc | RORgamma inh |
| --- | --- | --- |
| CC(C)CCC[C@@H](C)[C@H]1CC[C@H]2[C@@H]3CC=C4CC(O)CC[C@]4(C)[C@H]3CC[C@]12C (some centres not stated) | 3.0% | 5.1% |
| CC(=O)c1ccc[nH]1 | 4.4% | -38.4% |
| CC1CC=CC2C1C(=O)N(Cc1ccccc1)C2c1ccc2ccccc2c1Br (configuration not stated) | 22.4µM* | ? |
| COCC(=O)N1CCC2(CC1)CN(C(=O)Nc1ccccc1)C2 | 1.9% | 0.3% |
| COC(=O)C/C=C/[C@@H](C)[C@H](NC(=O)OCC(Cl)(Cl)Cl)c1cccc(OC)c1 | -1.1% | 11.6% |
| COc1cccc([C@H]2Oc3ccc(OC)cc3/C(=N\O[C@@H]3O[C@H](COC(C)=O)[C@H](OC(C)=O)[C@H](OC(C)=O)[C@H]3OC(C)=O)[C@@H]2O)c1 | -1.2%[10 µM] | 9.3%[10 µM] |
| C[C@@]12C(=O)OC(=O)[C@@]1(C)C1CCC2O1 | 5.01µM* | 14.1µM* |
| CC1(C)C(=O)C(c2ccccc2)=C2CN3C(=O)N(CCc4ccccc4)C(=O)C3(Cc3ccc(C(F)(F)F)cc3)C=C21 (configuration not stated) | -5.7% | 0.7% |
| COc1ccccc1-c1nc(N2CCOCC2)c2ccccc2n1 | -8.2% | 5.7% |
| C=CCOC(/C=C/c1ccccc1)CC (configuration not stated) | -1.7% | -7.8% |
| NC(CCC(=O)NC(CCSC(CC(=O)O)C(=O)O)C(=O)NCC(=O)O)C(=O)O (configuration not stated) | 6.5% | -18.9% |
| Cc1c(-c2ccccc2)oc2cc(O)ccc2c1=O | -6.3% | 19.3% |
| CN(C)c1ncc2ncc(=O)n(C[C@H]3CCCO3)c2n1 | -3.3% | 11.8% |
| CCC(=O)OC1(C)C(=O)C=C2C=C(CCCCNC(=O)OC(C)(C)C)OC=C2C1=O (configuration not stated) | -17.1% | 1.2% |
| C[C@@H]([C@H](O)c1ccc(O)cc1)N1CCC(Cc2ccccc2)CC1 | 0.1% | 1.8% |
| COC(=O)N1CCc2cc(OC)c(OC)cc2C1Cc1ccc(OC)cc1 (configuration not stated) | 0.1%[10 µM] | 1.0%[10 µM] |
| Cc1nc2cnc(Oc3cccc(Cl)c3)nc2n(Cc2ccc(F)cc2)c1=O | -6.7% | ? |
| CO[C@@H]1/C=C\CC(=O)N[C@@H](C)C(=O)OC[C@H](NS(=O)(=O)c2ccc(C)cc2)[C@H](C)/C=C\CC(=O)OC[C@H]1C | 2.7%[10 µM] | -14.8%[10 µM] |
| Cc1sc(N)c(C(=O)c2cccc(C(F)(F)F)c2)c1C | 17.4% | ? |
| O=C1[C@H]2[C@H]3[C@H](O)[C@H](O)C/C(=N/OC[C@@H](O)COCc4ccco4)[C@@H]3CC[C@@H]2C(=O)N1Cc1ccc2c(c1)OCO2 | -0.2%[10 µM] | 5.7%[10 µM] |
| FC(F)(F)c1ccccc1-c1cc(NCc2cccnc2)ncn1 | 6.7% | -16.0% |
| COCCn1c(=O)c(-c2cccc(C#N)c2)nc2cnc(N3CCN(C)CC3)nc21 | -2.9% | -8.9% |
| COc1ccc(-c2nnc3n2N=C(c2cc(OC)ccc2OC)CS3)c(OC)c1 | -0.4% | -10.3% |
| CC1CCCO1 (configuration not stated) | 7.4% | 17.0% |
| CC/C=C\C/C=C\C/C=C\C/C=C\C/C=C\C/C=C\CCC(N)=O | -2.4% | -0.7% |
| Cc1noc(C)c1-c1ccc2ncnc(N3CCN(C)CC3)c2c1 | -5.2% | ? |
| CCCCOCCOCCSC#N | -7.8% | 7.9% |
| CCCNC(=O)OC[C@@H]1O[C@H](CCO/N=C(\C)CCC(=O)OC[C@@H]2O[C@H](C#Cc3ccccc3)C=C[C@@H]2Oc2ccc(C)cc2)C=C[C@@H]1Oc1ccc(OC)cc1 | -5.1%[10 µM] | -3.1%[10 µM] |
| COC(=O)CN1CCC(=O)c2ccccc2S1(=O)=O | -4.3% | -4.4% |
| CN1CCN(c2ncc3nc(-c4cn(C)c5ccccc45)c(=O)n(C)c3n2)CC1 | ? | ? |
| COc1cccc([C@@H]2Oc3ccc(OC)cc3C[C@H]2OC(=O)NS(=O)(=O)c2ccc(C)cc2)c1 | 3.0% | ? |
| CCC1=C2CC[C@H]3C(=O)N(CC)C(=O)[C@H]3[C@H]2[C@@]2(Cc3ccccc3)C(=O)N(CC3CC3)C(=O)N2C1=O | 7.6% | -13.0% |
| O=C(O)c1c2ccccc2cc2ccccc12 | -0.8%&6.0% | 10.1%&27.3% |
| O=C(c1cccc(F)c1)N1CCC2(CCCN(Cc3cc(C(F)(F)F)cc(C(F)(F)F)c3)C2)CC1 | 15.1% | -51.3% |
| CC(=O)Oc1cc(-c2coc3cc(OC(C)=O)c(OC(C)=O)c(OC(C)=O)c3c2=O)cc(OC(C)=O)c1OC(C)=O | -14.0% | -27.4% |
| O=c1c(-c2ccc(Cl)cc2)nc2cnc(N3CCOCC3)nc2n1Cc1ccc(F)cc1 | 0.8% | -32.2% |
| c1cc2c3c(c1)c1c(n3CCNC2)CCCC1 | 4.4% | -8.4% |
| COC(=O)CCCC1=CC2=CC(=O)C(C)(O)C(=O)C2=CO1 (configuration not stated) | -14.2% | 15.1% |
| CN(C)c1ccc(-c2cncnc2NCc2cccs2)cc1 | -2.4% | -26.0% |
| CO[C@@H]1COC(=O)CCC[C@@H](C)[C@H](OC)COC(=O)CCC[C@H]1C | -14.6%[10 µM] | -12.4%[10 µM] |
| C#C[C@]1(OC(C)=O)CCC2C3CCC4=CC(=O)CCC4C3CC[C@]21C (some centres not stated) | ? | ? |
| CNC(=O)[C@@H](Cc1ccccc1)N(C)C(=O)[C@@H](Cc1ccc2ccccc2c1)N(C)C(=O)/C=C/CC(C)(C)N | -5.2% | -4.5% |
| COc1ccc(Oc2ncc3nc(C)c(=O)n(-c4ccc(OC)cc4)c3n2)cc1 | -3.9% | 5.8% |
| CNc1ncnc2ccc(-c3ccccc3OC)cc12 | 0.2% | 9.0% |
| FC(F)(F)c1ccccc1-c1nccc(NCc2cccs2)n1 | -15.6% | ? |
| COc1ccc(-n2c(=O)c(-c3ccc(Cl)cc3)nc3cnc(N4CCNCC4)nc32)cc1 | -12.2% | ? |
| CCOC(=O)C(C(=O)c1ccccc1)[C@H](CCc1ccccc1)NC(=O)OC (some centres not stated) | -3.9% | 13.4% |
| CC[C@@H](c1ccccc1)n1c(=O)n2n(c1=O)[C@H]1[C@H](O)[C@H]3O[C@@H]3/C(=N/OC/C=C(\C)CCC=C(C)C)[C@@H]1CC2 | -3.1%[10 µM] | 1.5%[10 µM] |
| CN(C)C(=O)c1ccc(-c2nc(N(C)Cc3ccco3)c3ccccc3n2)cc1 | -13.5% | 13.2% |
| CN(C)C(=O)c1ccc(-c2cncnc2N2CCNCC2)cc1 | -2.0% | 6.6% |
| COc1ccc(-n2c(=O)c(-c3cccc(C#N)c3)nc3cnc(N4CCNCC4)nc32)cc1 | -2.4% | 16.0% |
| COc1c(O)cc2c(=O)oc3c(OC)c(O)cc4c(=O)oc1c2c34 | -13.3% | 3.1% |
| CC(OCc1ccccc1)C(NC(=O)OC(C)(C)C)C(=O)NC1COC2CC(n3ccc(=O)[nH]c3=O)OC12 (configuration not stated) | -13.7% | -0.7% |
| COc1ccc(C(=O)N2CCC3(CCN(Cc4nccs4)CC3)CC2)cc1 | -2.5% | 4.2% |
| C/C=C1\COC(C(=O)NCCN2CCOCC2)(C(F)(F)F)C=C1C=C(C)C (configuration not stated) | -13.7% | -30.2% |
| COCC(=O)N1CCC2(CCCN(C(=O)Nc3ccccc3)C2)CC1 | -5.9% | 12.0% |
| Cc1cccc(C)c1O | -0.4% | 25.5% |
| c1ccc(-c2cccc(N3CCC4(CCNCC4)CC3)c2)cc1 | -20.1% | ? |
| COc1ccc2c(c1)O[C@@H](c1cccc(C(F)(F)F)c1)[C@H](OC(=O)NC1CCCC1)C2=O | 3.3% | -16.0% |
| C=CCc1cccc(/C=N/NC(=O)CN2CCN(Cc3ccccc3)CC2)c1O | 10µM* | 1.12µM* |

Following part:
| Structure | Gal4-VP16 FLuc | RORgamma inh |
| --- | --- | --- |
| COc1ncc2nc(-c3ccc(F)cc3)c(=O)n(CCc3ccccc3)c2n1 | -0.5% | -1.4% |
| CCCCOC(=O)c1cc2c(cn1)[nH]c1ccccc12 | 31.6µM* | 15.8µM* |
| CC1(C)[C@@H](O)CC[C@]2(C)C3C(=O)C=C4C5C[C@@](C)(C(=O)O)CC[C@]5(C)CC[C@@]4(C)[C@]3(C)CC[C@@H]12 (some centres not stated) | -6.3% | -1.9% |
| Cc1ccccc1-c1nc(N2CCN(C)CC2)c2ccccc2n1 | 6.1% | -26.2% |
| COc1ccc(C2CC(c3ccccc3)Oc3cc(OC)c(OC)c(OC)c32)cc1 (configuration not stated) | 5.6%&0.3% | -8.9%&9.7% |
| Cc1ccc(N)cc1[N+](=O)[O-] | -6.5% | 1.6% |
| COc1ccc(CNc2nc(-c3ccc4c(c3)OCO4)nc3ccccc23)c(OC)c1 | 0.3% | 13.3% |
| CS(=O)(=O)N1CCC2(CC1)CN(c1ccc(-c3ccccc3)cc1)C2 | 2.1% | 31.9% |
| COc1cccc(Cn2c(=O)c(-c3cc(F)cc(F)c3)nc3cnc(OC)nc32)c1 | 2.8% | -17.3% |
| N[C@@H](C(=O)O)c1cc(O)ccc1Cl | 0.7% | 1.3% |
| N[C@H](Cc1cc(I)c(Oc2ccc(O)c(I)c2)c(I)c1)C(=O)O | -2.3%[17 µM] | -17.6%[16.9 µM] |
| COc1ccc(OC2C=CC(c3ccccc3)OC2CO)c(C(C)(C)C)c1 (configuration not stated) | -7.5%[10 µM] | -20.6%[10 µM] |
| COC(=O)C12CC3(CCC4C5C(C(OCc6ccccc6)C41)C52)OCCO3 (configuration not stated) | -0.3%[10 µM] | 16.4%[10 µM] |
| CC(C)CN1CC[C@@]2(CCCN(C(=O)c3cnccn3)C2)C1 | -12.3% | 1.7% |
| CC(=O)Nc1ccc(C2C(C)CCC3C(=O)N4C(CCC(C)[C@@H]4c4ccc(NC(C)=O)cc4)C(=O)N32)cc1 (some centres not stated) | 2.2%[10 µM] | -4.8%[10 µM] |
| Cc1ccc(CNC(=O)C2(CC(C)C)C=CCN2C(=O)c2ccccc2)o1 (configuration not stated) | 0.3% | 34.6% |
| COc1cccc(/C=C/C(=O)O)c1C(C)C | -2.4% | -4.2% |
| CCNc1ncc2ncc(=O)n(Cc3cccc(OC)c3)c2n1 | 11.2µM* | 12.6µM* |
| COC(=O)[C@@]1(Cc2ccc(OC)cc2)[C@H]2c3cc(C(=O)N(C)C)n(Cc4cccc5ccccc45)c3C[C@H]2CN1C(=O)c1ccccc1 | 0.2% | 18.5% |
| COC(=O)N1CCC2(CCCN(Cc3ccccc3OC)C2)CC1 | 14.6% | -0.2% |
| COc1c2c(cc3occ(-c4ccc5c(c4)OCO5)c(=O)c13)OC(C)(C)C=C2 | ? | -22.0% |
| Cc1noc(C)c1-c1ccc2ncnc(NCc3ccccc3)c2c1 | -9.5% | 2.82µM* |
| Cc1cccc2sc(N)nc12 | 6.4% | 4.5% |
| CN(C)C(=O)c1ccc(-c2nccc(-n3ccnc3)n2)cc1 | 1.1% | 15.9% |
| CCOC(=O)CNc1oc(-c2ccccc2)nc1-c1ccccc1 | -14.4% | 5.5% |
| CNC(=O)[C@]1(C(F)(F)F)C[C@H](CCc2ccccc2)CCCO1 | -5.5% | 42.9% |
| CCNc1ncc2nc(-c3ccccc3)c(=O)n(Cc3cccs3)c2n1 | -9.2% | -10.5% |
| COc1ccc2c(c1OC)C(Cc1ccccc1)N1CCc3cc4c(cc3C1=C2)OCO4 (configuration not stated) | 14.1µM* | ? |
| COc1ccc(COC(=O)N/N=C2/C[C@@H](O)[C@@H](O)[C@@H]3[C@@H]4C(=O)N(C[C@@H]5CCCO5)C(=O)[C@H]4CC[C@H]23)cc1 | -10.5%[10 µM] | -1.1%[10 µM] |
| COc1ccccc1-c1nc(NCc2cccs2)c2ccccc2n1 | ? | 38.5% |

Rewritten with two lines to a compound: part of the list above
Results follow in this order: Gal4-VP16 FLuc | RORgamma inh
COc1ccc(OC2C=CC(c3ccccc3)OC2CO)c(C(C)(C)C)c1 (configuration not stated)
→ -7.5%[10 µM] | -20.6%[10 µM]
COC(=O)C12CC3(CCC4C5C(C(OCc6ccccc6)C41)C52)OCCO3 (configuration not stated)
→ -0.3%[10 µM] | 16.4%[10 µM]
CC(C)CN1CC[C@@]2(CCCN(C(=O)c3cnccn3)C2)C1
→ -12.3% | 1.7%

Continuation.
| Structure | Gal4-VP16 FLuc | RORgamma inh |
| --- | --- | --- |
| CCC1OCCC=CC1C (configuration not stated) | -3.2%[10 µM] | 9.2%[10 µM] |
| C=C[C@H](N)CCC(=O)O | 5.1% | 4.6% |
| COc1cc(O)ccc1C(C)=O | 6.6% | 4.8% |
| CCCN1CCC(=O)N(CCSc2ccc(Br)cc2)CC1 | 28.2% | 16.5% |
| O=c1c(O)c(-c2ccccc2)oc2ccc3occc3c12 | 1.1% | 6.2% |
| CC1(C)CO[C@H](CC(=O)O)CN1 | -2.6% | 1.2% |
| Cn1c(=O)c(-c2ccc(F)cc2)nc2cnc(Nc3ccccc3)nc21 | -14.4% | -36.6% |
| COc1ccccc1CNc1ccnc(-c2ccccc2CN(C)C)n1 | -2.2% | -1.5% |
| CO[C@H]1COC(=O)C/C=C\[C@@H](C)[C@H](OC)COC(=O)[C@H]2CCCN2C(=O)C/C=C\[C@@H]1C | -3.8%[10 µM] | 5.9%[10 µM] |
| C=C(C)C1CC[C@]2(CO)CC[C@@]3(C)[C@H](CCC4[C@@]5(C)CCC(O)C(C)(C)C5CC[C@@]43C)C12 (some centres not stated) | -8.8% | -26.8% |
